Compound activity as filed in PubChem BioAssay.
HKDC1 inhibitor: blocks human hexokinase HKDC1 activity; Q2TB90; recombinant HKDC1, G6PDH/diaphorase resazurin coupled fluorescence; inhibition, % at 20 µM; hit rate 0.16% among 340,000; AID 493160;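 active = inhibition above about 35% when tested at 20 µM, limit read from the data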;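 note: plate controls were DMSO wells with enzyme for no effect and DMSO wells lacking enzyme for full effect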
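Test system: HK5 enzyme. Quantity: 5 µg/mL HK5 final. Reagent: glucose and ATP substrates. Schedule: 90 min reaction incubation at room temperature, dark. Technique: resazurin-to-resorufin fluorescence via G6PDH and diaphorase coupling, 525/613 nm. Control set: DMSO wells with and without enzyme mix.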
SENP8 block: blocks human SENP8 cleavage of Nedd8 substrate | Q96LD8 | recombinant SENP8, Nedd8 substrate fluorescence | inhibition, % at 20 µM | hit rate 0.64% among 360,000; in the data active = inhibition mostly above about 40%, no sharp cut-off; inactive = mostly below about 27%
Target sequence (Q96LD8 whole entry, looked up): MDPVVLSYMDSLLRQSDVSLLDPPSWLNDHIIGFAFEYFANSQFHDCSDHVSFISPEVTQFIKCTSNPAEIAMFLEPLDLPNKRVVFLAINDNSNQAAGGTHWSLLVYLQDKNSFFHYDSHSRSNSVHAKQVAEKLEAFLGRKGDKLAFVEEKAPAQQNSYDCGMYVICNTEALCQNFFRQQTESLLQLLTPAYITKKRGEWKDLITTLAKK
ATG4B inhibitor: ATG4B (human) cysteine protease inhibition; inhibition, % at 8.33 µM; ATG4B cleavage of LC3-PLA2, NBD-HPC fluorescence, 1 h; hit rate 0.51% among 340,000; in the data active = inhibition above about 40%
Target sequence (Q9Y4P1 whole entry, looked up): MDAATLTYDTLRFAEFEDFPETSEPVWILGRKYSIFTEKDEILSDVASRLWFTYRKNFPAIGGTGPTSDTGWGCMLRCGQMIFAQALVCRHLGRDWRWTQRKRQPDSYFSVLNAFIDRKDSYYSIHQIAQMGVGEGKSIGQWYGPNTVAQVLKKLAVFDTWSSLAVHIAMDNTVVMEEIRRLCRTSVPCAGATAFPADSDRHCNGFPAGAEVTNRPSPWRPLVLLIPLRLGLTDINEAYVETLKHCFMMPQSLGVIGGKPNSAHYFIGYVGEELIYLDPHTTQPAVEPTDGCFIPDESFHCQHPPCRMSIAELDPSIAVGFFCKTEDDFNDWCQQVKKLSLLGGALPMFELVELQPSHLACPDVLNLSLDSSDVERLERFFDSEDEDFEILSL
SENP6 inh: inhibitors of human SENP6 protease; Q9GZR1; hit rate 1.8% among 330,000; AID 2599; inhibition, % at 10 µM; Recombinant SENP6 catalytic domain, aminoluciferin luminescence;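 active = inhibition above about 50% at the single tested dose, limit read from the data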;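 note: plate controls were DMSO wells with enzyme for no effect and DMSO wells lacking enzyme for full effect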
PfG6PD inh: PfG6PD (Plasmodium falciparum) enzyme inhibition | PfGluPho enzyme, NADPH resazurin-diaphorase fluorescence | inhibition, % at 20 µM | hit rate 0.78% among 350,000;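 active = inhibition reaching at least a set limit at 20 µM in the primary screen, cut at about 59% in these data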;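 note: 0% = DMSO wells with substrate and 100% = DMSO wells lacking glucose-6-phosphate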
NR3A LBD binder: NR3A (human) ligand-binding domain modulation | NR3A LBD differential scanning fluorimetry, Tm shift; 0% = protein alone, 100% = glycine-bound protein | Tm shift relative to glycine control, % at 25 µM | hit rate 2.5% among 340,000 | AID 1259313;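 active = melting temperature shift of at least 10% of the positive control shift, at one fixed dose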
MPTP inh: inhibitors of mitochondrial permeability transition pore | isolated mouse mitochondria, Ca2+ swelling absorbance, 30 min | inhibition, % at 10 µM | AID 602449 | hit rate 1.4% among 360,000;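 active = inhibition of 50% or more, scaled per plate between neutral and stimulator controls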;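 note: 0% = DMSO wells given calcium and 100% = 1 mM EGTA wells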
SENP7 block: blocks the human protease SENP7. inhibition, % at 5 µM. Q9BQF6. recombinant SENP7, Z-RLRGG-aminoluciferin luminescence, 40 min. AID 434973. hit rate 1.5% among 330,000;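 active = inhibition above about 50% at the single test dose, limit read from the data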;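 note: plate controls were DMSO with enzyme for no effect and no enzyme buffer wells for full effect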
Target sequence (Q9BQF6 706-1050 limits assumed): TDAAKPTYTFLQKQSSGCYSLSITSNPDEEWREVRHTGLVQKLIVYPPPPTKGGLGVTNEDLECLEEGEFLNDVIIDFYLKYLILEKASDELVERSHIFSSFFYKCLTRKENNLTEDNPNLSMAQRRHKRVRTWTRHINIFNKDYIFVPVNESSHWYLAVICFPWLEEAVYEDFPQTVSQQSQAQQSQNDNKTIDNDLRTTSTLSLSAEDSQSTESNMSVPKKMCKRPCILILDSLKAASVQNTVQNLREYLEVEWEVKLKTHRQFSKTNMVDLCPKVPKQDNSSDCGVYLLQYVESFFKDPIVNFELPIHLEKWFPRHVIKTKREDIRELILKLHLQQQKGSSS
The depositor's hits bear a star. Compounds as they come; overall some 6.9% were active at least once.

What do the screens show for `Nc1ccc(C(=O)Nc2nccs2)cc1`?
HKDC1 inhibitor: -5; SENP8 block: -20; ATG4B inhibitor: 9; SENP6 inh: -21; PfG6PD inh: -20; NR3A LBD binder: 0; MPTP inh: -0.3; SENP7 block: 11

Results for Cc1ccc(-n2c(C)csc2=N)cc1 ?
HKDC1 inhibitor: -8; SENP8 block: -13; ATG4B inhibitor: -4; SENP6 inh: 8; PfG6PD inh: 18; NR3A LBD binder: 4; MPTP inh: -0.3; SENP7 block: 2

Results for NC(=O)C1CCN(CC(=O)NC2CCCc3ccccc32)CC1 (stereo not drawn) ?
HKDC1 inhibitor: -1; SENP8 block: 8; ATG4B inhibitor: -5; SENP6 inh: -20; PfG6PD inh: -1; NR3A LBD binder: 0; MPTP inh: -0.8; SENP7 block: 8

Results for N/C(=N\OC(=O)c1ccc(=O)n(Cc2ccccc2)c1)c1ccccn1 ?
HKDC1 inhibitor: -9; SENP8 block: 0; ATG4B inhibitor: 1; SENP6 inh: -10; PfG6PD inh: -6; NR3A LBD binder: 4; MPTP inh: -2.4; SENP7 block: -8

How did Cc1ccc(NC(=O)c2noc3c2CCc2ccccc2-3)cc1 do in these assays?
HKDC1 inhibitor: 5; SENP8 block: 3; ATG4B inhibitor: 2; SENP6 inh: -25; PfG6PD inh: 2; NR3A LBD binder: 2; MPTP inh: 3.5; SENP7 block: 38

What do the screens show for `O=C(CCS(=O)(=O)c1ccc(F)cc1)Nc1nc(-c2ccccn2)cs1`?
HKDC1 inhibitor: -2; SENP8 block: 4; ATG4B inhibitor: -3; SENP6 inh: -11; PfG6PD inh: -1; NR3A LBD binder: 2; MPTP inh: 0.1; SENP7 block: 6

What do the screens show for `O=C1CCC(=O)N1c1ccc(CSc2nnnn2C2CCCCC2)cc1`?
HKDC1 inhibitor: -8; SENP8 block: 27; ATG4B inhibitor: -7; SENP6 inh: -12; PfG6PD inh: -23; NR3A LBD binder: -3; MPTP inh: 0.7; SENP7 block: 1

Results for Cc1nc2nc3c(cn2n1)C(=O)CCC3 ?
HKDC1 inhibitor: -7; SENP8 block: 4; ATG4B inhibitor: -1; SENP6 inh: 11; PfG6PD inh: 14; NR3A LBD binder: 2; MPTP inh: -1.5; SENP7 block: 6

What do the screens show for `CCc1nccn1S(=O)(=O)c1cc(OC)ccc1OC`?
HKDC1 inhibitor: 2; SENP8 block: 5; ATG4B inhibitor: 3; SENP6 inh: -7; PfG6PD inh: -1; NR3A LBD binder: -2; MPTP inh: -1.4; SENP7 block: 7

How did O=C(O)/C=C/C(=O)N1CCN(C(c2ccccc2)c2ccccc2)CC1 do in these assays?
HKDC1 inhibitor: 0; SENP8 block: 10; ATG4B inhibitor: -8; SENP6 inh: 9; PfG6PD inh: -8; NR3A LBD binder: -1; MPTP inh: 0.2; SENP7 block: 4

How did Cc1ccc(-c2nc(CS(=O)(=O)CC(=O)N3CCOCC3)c(C)o2)cc1 do in these assays?
HKDC1 inhibitor: -2; SENP8 block: 11; ATG4B inhibitor: -5; SENP6 inh: -8; PfG6PD inh: -6; NR3A LBD binder: -4; MPTP inh: -1.3; SENP7 block: 7

What do the screens show for `Cc1ccc(C(=O)Nc2cccc(NC(=O)c3cccs3)c2)c(C)c1`?
HKDC1 inhibitor: -3; SENP8 block: 7; ATG4B inhibitor: 17; SENP6 inh: 9; PfG6PD inh: 16; NR3A LBD binder: -9; MPTP inh: 0.5; SENP7 block: -2

Results for ClCC1=Nc2ccccc2Cc2ccccc21 ?
HKDC1 inhibitor: 1; SENP8 block: -58; ATG4B inhibitor: -3; SENP6 inh: -4; PfG6PD inh: -3; NR3A LBD binder: 3; MPTP inh: 1.8; SENP7 block: -5

Results for O=S(=O)([N-]c1nc2ccccc2nc1-[n+]1ccccc1)c1ccc(F)cc1 ?
HKDC1 inhibitor: 0; SENP8 block: 22; ATG4B inhibitor: -5; SENP6 inh: 4; PfG6PD inh: -10; NR3A LBD binder: 1; MPTP inh: -0.8; SENP7 block: -10

Results for Cc1ccc(NC(=O)COc2ccc3oc4c(c3c2)CCCC4)nc1 ?
HKDC1 inhibitor: -3; SENP8 block: 22; ATG4B inhibitor: 5; SENP6 inh: -10; PfG6PD inh: -12; NR3A LBD binder: 0; MPTP inh: 3.5; SENP7 block: 4

Results for O=C(NNS(=O)(=O)c1ccc(C(=O)NC2CCCC2)cc1)c1ccncc1 ?
HKDC1 inhibitor: -4; SENP8 block: 3; ATG4B inhibitor: 2; SENP6 inh: -4; PfG6PD inh: 17; NR3A LBD binder: 1; MPTP inh: -1.9; SENP7 block: 1

How did COc1cccc(NC(=O)CN(C)C(C)C(=O)Nc2ccc(C(C)=O)cc2)c1 (stereo not drawn) do in these assays?
HKDC1 inhibitor: -4; SENP8 block: 7; ATG4B inhibitor: -7; SENP6 inh: -6; PfG6PD inh: 9; NR3A LBD binder: 0; MPTP inh: -1.8; SENP7 block: -8

How did COc1ccc(C(=O)N=c2sc3ccccc3n2C)cc1 do in these assays?
HKDC1 inhibitor: -9; SENP8 block: -433; ATG4B inhibitor: 5; SENP6 inh: 1; PfG6PD inh: 48; NR3A LBD binder: -3; MPTP inh: 0.4; SENP7 block: 77*

Results for C/C(Cn1cnc([N+](=O)[O-])n1)=N/NC(=O)COc1ccccc1Cl ?
HKDC1 inhibitor: 12; SENP8 block: 21; ATG4B inhibitor: -3; SENP6 inh: -1; PfG6PD inh: 3; NR3A LBD binder: 0; MPTP inh: 0.7; SENP7 block: -4

Results for CC1(C)OC(=O)C(=CNC(CCC(N)=O)C(=O)O)C(=O)O1 (stereo not drawn) ?
HKDC1 inhibitor: 2; SENP8 block: 25; ATG4B inhibitor: -6; SENP6 inh: -1; PfG6PD inh: 5; NR3A LBD binder: 2; MPTP inh: 1.0; SENP7 block: -1

Results for CCc1c(C)nc(N2CCN(c3cccc(OC)c3)CC2)[nH]c1=O ?
HKDC1 inhibitor: -1; SENP8 block: 2; ATG4B inhibitor: -4; SENP6 inh: 1; PfG6PD inh: -8; NR3A LBD binder: -1; MPTP inh: 1.4; SENP7 block: 1

What do the screens show for `Nc1nc(-c2ccco2)nc(N2CCCCC2)n1`?
HKDC1 inhibitor: -5; SENP8 block: 18; ATG4B inhibitor: 6; SENP6 inh: -15; PfG6PD inh: -17; NR3A LBD binder: 1; MPTP inh: -2.3; SENP7 block: 2

What do the screens show for `Cc1cc(NC(=O)CCC(=O)N(c2ccccc2)C(C(=O)NC(C)(C)C)c2ccccc2Cl)no1` (stereo not drawn)?
HKDC1 inhibitor: 7; SENP8 block: 14; ATG4B inhibitor: 9; SENP6 inh: 5; PfG6PD inh: 9; NR3A LBD binder: -2; MPTP inh: -1.3; SENP7 block: 7

How did N#Cc1c(N)nc2c(c1-c1ccncc1)CCCCC2 do in these assays?
HKDC1 inhibitor: 6; SENP8 block: -272; ATG4B inhibitor: 0; SENP6 inh: -3; PfG6PD inh: -9; NR3A LBD binder: -1; MPTP inh: -0.8; SENP7 block: 2

A draw from above in order of count of non-hydrogen atoms, high to low:
What do the screens show for `Cc1cc(NC(=O)CCC(=O)N(c2ccccc2)C(C(=O)NC(C)(C)C)c2ccccc2Cl)no1` (stereo not drawn)?
HKDC1 inhibitor: 7; SENP8 block: 14; ATG4B inhibitor: 9; SENP6 inh: 5; PfG6PD inh: 9; NR3A LBD binder: -2; MPTP inh: -1.3; SENP7 block: 7

Results for O=S(=O)([N-]c1nc2ccccc2nc1-[n+]1ccccc1)c1ccc(F)cc1 ?
HKDC1 inhibitor: 0; SENP8 block: 22; ATG4B inhibitor: -5; SENP6 inh: 4; PfG6PD inh: -10; NR3A LBD binder: 1; MPTP inh: -0.8; SENP7 block: -10

Results for Cc1ccc(NC(=O)COc2ccc3oc4c(c3c2)CCCC4)nc1 ?
HKDC1 inhibitor: -3; SENP8 block: 22; ATG4B inhibitor: 5; SENP6 inh: -10; PfG6PD inh: -12; NR3A LBD binder: 0; MPTP inh: 3.5; SENP7 block: 4

Results for CCc1c(C)nc(N2CCN(c3cccc(OC)c3)CC2)[nH]c1=O ?
HKDC1 inhibitor: -1; SENP8 block: 2; ATG4B inhibitor: -4; SENP6 inh: 1; PfG6PD inh: -8; NR3A LBD binder: -1; MPTP inh: 1.4; SENP7 block: 1

How did N#Cc1c(N)nc2c(c1-c1ccncc1)CCCCC2 do in these assays?
HKDC1 inhibitor: 6; SENP8 block: -272; ATG4B inhibitor: 0; SENP6 inh: -3; PfG6PD inh: -9; NR3A LBD binder: -1; MPTP inh: -0.8; SENP7 block: 2

Results for ClCC1=Nc2ccccc2Cc2ccccc21 ?
HKDC1 inhibitor: 1; SENP8 block: -58; ATG4B inhibitor: -3; SENP6 inh: -4; PfG6PD inh: -3; NR3A LBD binder: 3; MPTP inh: 1.8; SENP7 block: -5

Next section:
How did O=C(CC1C(=O)N(c2ccc(F)cc2)C(=O)N1Cc1ccccn1)Nc1ccccc1 (stereo not drawn) do in these assays?
HKDC1 inhibitor: -6; SENP8 block: 8; ATG4B inhibitor: 11; SENP6 inh: -4; PfG6PD inh: -1; NR3A LBD binder: -8; MPTP inh: -0.2; SENP7 block: 10

Results for COc1ccc(C(C(=O)NC2CCCCC2)N(C(=O)c2sc(C)nc2C)c2ccccc2)cc1 (stereo not drawn) ?
HKDC1 inhibitor: -5; SENP8 block: 6; ATG4B inhibitor: -5; SENP6 inh: -6; PfG6PD inh: 5; NR3A LBD binder: 0; MPTP inh: -1.0; SENP7 block: -5

Results for CNS(=O)(=O)c1ccc(NC(=O)c2cncc(Br)c2)cc1 ?
HKDC1 inhibitor: -10; SENP8 block: 8; ATG4B inhibitor: 3; SENP6 inh: -6; PfG6PD inh: -5; NR3A LBD binder: 1; MPTP inh: -2.0; SENP7 block: -10

What do the screens show for `COc1ccc(S(=O)(=O)N2CCCC2CNC(=O)C(=O)Nc2ccc(C)cc2)cc1` (stereo not drawn)?
HKDC1 inhibitor: -4; SENP8 block: 3; ATG4B inhibitor: -8; SENP6 inh: -10; PfG6PD inh: 9; NR3A LBD binder: 1; MPTP inh: -0.2; SENP7 block: -11

How did COc1nnc(-c2ccc(N3CCOCC3)c(NC(=O)c3ccco3)c2)c2ccccc12 do in these assays?
HKDC1 inhibitor: -4; SENP8 block: -46; ATG4B inhibitor: -10; SENP6 inh: -10; PfG6PD inh: -5; NR3A LBD binder: -2; MPTP inh: -2.2; SENP7 block: -6

Results for CC1CCCCC12NC(=O)N(CC(=O)Nc1ccccc1-c1ccccc1)C2=O (stereo not drawn) ?
HKDC1 inhibitor: 15; SENP8 block: 2; ATG4B inhibitor: -10; SENP6 inh: 1; PfG6PD inh: 2; NR3A LBD binder: -2; MPTP inh: -1.3; SENP7 block: 8

How did N=C1CCCN1CC(=O)c1cccs1 do in these assays?
HKDC1 inhibitor: 1; SENP8 block: 11; ATG4B inhibitor: -6; SENP6 inh: -2; PfG6PD inh: -8; NR3A LBD binder: 1; MPTP inh: -0.2; SENP7 block: 3

Results for N#Cc1ccccc1NC(=O)COC(=O)c1cccs1 ?
HKDC1 inhibitor: -7; SENP8 block: 2; ATG4B inhibitor: -1; SENP6 inh: -5; PfG6PD inh: 12; NR3A LBD binder: 0; MPTP inh: -0.6; SENP7 block: -9

How did Cc1ccccc1OCC(=O)OCn1nnc2ccccc2c1=O do in these assays?
HKDC1 inhibitor: -2; SENP8 block: 18; ATG4B inhibitor: -4; SENP6 inh: -6; PfG6PD inh: 6; NR3A LBD binder: 0; MPTP inh: -0.2; SENP7 block: -3

What do the screens show for `O=C(CSc1nnc(COc2ccc(Cl)cc2)o1)NC1CCCCC1`?
HKDC1 inhibitor: -6; SENP8 block: 8; ATG4B inhibitor: -10; SENP6 inh: -7; PfG6PD inh: 11; NR3A LBD binder: 3; MPTP inh: 16; SENP7 block: -7

What do the screens show for `Clc1cc(Br)ccc1OCCN1CCOCC1`?
HKDC1 inhibitor: 11; SENP8 block: 8; ATG4B inhibitor: 6; SENP6 inh: -10; PfG6PD inh: -15; NR3A LBD binder: -1; MPTP inh: -0.6; SENP7 block: -3
